Screening results (PubChem)
Hep lipid drop: modulators of hepatic lipid droplet formation | AML12 mouse hepatocytes, oleate lipid droplets, BODIPY imaging | inhibition, % at 6.5 µM | hit rate 0.4% among 240,000 | AID 1656;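 active means lipid droplet intensity inhibited by at least 50%, with more than 500 cells counted; inconclusive means wells with under 300 cells, treated as cytotoxic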
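Assay system: AML12 mouse liver cells | Compound dosing: One dose, 6.5 µM compound | Read-out basis: Droplet intensity reduction, % inhibition | Measured by: Fluorescence imaging, 20x objective, two fields per well | Schedule: Overnight treatment with compound plus oleate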
Hep lipid drop cells 6.5 µM: recorded beside Hep lipid drop, whose call it bears; cell count; measured here: cell count, cytotoxicity flag;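 cells counted across two imaged fields per well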
Active calls of the source: *; u = inconclusive; x = not tested or not shown. Only part of the results is shown; rates above refer to the full screens.

mol | Hep lipid drop | Hep lipid drop cells 6.5 µM
CN(CCC1CCOCC1)C(=O)CC1C(=O)NCCN1Cc1c(F)cccc1Cl (stereo not given) | 5 | 796
COc1cc(/C=C2\C(=O)ON=C2c2ccccc2)cc(Br)c1O | -19 | 406
CC1=C(C)CC(C(=O)NCCCN2CCCC2=O)C(C(=O)O)C1 (stereo not given) | 0 | 852
COc1ccccc1CC(NC(C)=O)C(=O)NC1CCN(C(=O)Nc2cccc(F)c2)CC1 (stereo not given) | 0 | 726
COc1ccc(CCNC(=O)C2CCCN2C(=O)Nc2cccc(OC)c2)cc1 (stereo not given) | 5 | 781
O=C(CCN1C(=O)C2C3CC(C(Br)C3Br)C2C1=O)OCC(=O)c1cccc([N+](=O)[O-])c1 (stereo not given) | -25 | 799
O=C(Nc1ccc2ccccc2n1)c1ccccc1Cl | -4 | 738
CCc1nn(CCCC(=O)N2CCN(c3cccc(C)c3C)CC2)c(=O)c2cc3occc3n12 | -25 | 706
CCOc1ccccc1NC(=O)CSc1ccc(-c2ccco2)nn1 | 12 | 690
CC1CCN(C(=O)C2CCN(S(=O)(=O)c3cccc4cccnc34)CC2)CC1 | 2 | 713
Cn1cc(Cl)c(C(=O)OCC(=O)Nc2cccc(Cl)c2)n1 | 6 | 785
CN(Cc1ccccc1)C(=O)CCC1CCN(C(=O)CC2=CCCCC2)CC1 | -11 | 667
CC(=O)N1CCOc2ccc(S(=O)(=O)NC(C)c3ccccc3)cc21 (stereo not given) | -20 | 708
Cc1cc(C)cc(NC(=O)N2CCNC(=O)C2CC(=O)Nc2cc(Cl)ccc2Cl)c1 (stereo not given) | 0 | 865
CN(C)c1ccc(/C=C/c2c([N+](=O)[O-])c(=O)n(C)c(=O)n2C)cc1 | 0 | 812
CCN(CC)CCCNC(=O)c1cn(C)c2ccc(S(=O)(=O)N(C)C3CCCCC3)cc2c1=O | -12 | 758
Cc1ccc(/C=C2\SC(=S)N(CCC(=O)NNC(=O)c3cccc(O)c3)C2=O)cc1 | -4 | 636
O=C(NCCN1CCCC(O)C1)c1cc(COc2c(F)cccc2F)on1 (stereo not given) | 2 | 740
CCOc1ccc(NC(=O)CSc2nnnn2-c2ccc(C(N)=O)cc2)cc1 | -1 | 818
CCOC(=O)N1CCN(C(=O)c2ccc(Cl)c(S(=O)(=O)N3CCCC3)c2)CC1 | -23 | 691
COc1ccc(-c2noc(CN(C)C(=O)c3ccoc3C)n2)cc1 | 3 | 701
Cc1cc(C)cc(N(CC(=O)Nc2cccc(C)c2C)S(=O)(=O)c2c(C)[nH]c(=O)[nH]c2=O)c1 | -19 | 690
Cc1ccc(OCCN2CCCC2)cc1 | 0 | 846
COCCN1C(=O)c2ccc(C(=O)Nc3cccnc3)cc2C1=O | 7 | 806
O=C(COc1ccc(Cl)cc1)NCCN1CCCC1 | 4 | 860
O=S(=O)(Nc1ccncc1)c1ccc(Cl)c(Cl)c1 | -1 | 772
CCOC(=O)C1CCN(C(=O)CCNC(=O)Cn2cnc3ccccc3c2=O)CC1 | -14 | 802
CC(NC(=O)c1ccc(S(C)(=O)=O)cc1)c1cccc2ccccc12 (stereo not given) | 10 | 757
O=C(CSc1cn(CCNC(=O)c2c(F)cccc2F)c2ccccc12)NCC1CCCO1 (stereo not given) | 1 | 831
CCCN1Cc2cccc(C(=O)NCCc3ccccc3)c2C1=O | -4 | 836
COc1ccc(/C(C)=N/NC(=O)Cc2ccc(Cl)cc2)cc1 | -3 | 800
CCCC(C)NC(=O)CN1C(=O)NC2(CCc3ccccc32)C1=O (stereo not given) | 11 | 665
COc1ccc(CNC(=O)CN(c2ccc(OC)cc2)S(=O)(=O)c2c(C)[nH]c(=O)[nH]c2=O)cc1 | -3 | 773
COc1ccc(C(=O)COC(=O)C(CCSC)NC(=O)COc2ccccc2)c(OC)c1 (stereo not given) | 0 | 805
Cc1[nH]n(-c2ccccc2)c(=O)c1N=Nc1ccc(Cl)cc1 | 54* | 842*
CNS(=O)(=O)c1cccc(C(=O)NCC2CCCCC2)c1 | 12 | 833
O=S(=O)(c1cc(Cl)ccc1Cl)N1CCN(Cc2ccco2)CC1 | 4 | 861
O=C(CS(=O)(=O)Cc1ccccc1)N1CCN(c2ccccc2F)CC1 | -10 | 762
COc1cccc(C2CC(=O)Nc3cc(OC)c(OC)cc32)c1 (stereo not given) | 0 | 794
CCCCC(=O)Oc1c(S(=O)(=O)c2ccc(C)cc2)c(C)nn1C(C)(C)C | 24 | 417

A run of entries from further up, for reference:
mol | Hep lipid drop | Hep lipid drop cells 6.5 µM
Cc1[nH]n(-c2ccccc2)c(=O)c1N=Nc1ccc(Cl)cc1 | 54* | 842*
CNS(=O)(=O)c1cccc(C(=O)NCC2CCCCC2)c1 | 12 | 833
O=S(=O)(c1cc(Cl)ccc1Cl)N1CCN(Cc2ccco2)CC1 | 4 | 861
O=C(CS(=O)(=O)Cc1ccccc1)N1CCN(c2ccccc2F)CC1 | -10 | 762
COc1cccc(C2CC(=O)Nc3cc(OC)c(OC)cc32)c1 (stereo not given) | 0 | 794
CCCCC(=O)Oc1c(S(=O)(=O)c2ccc(C)cc2)c(C)nn1C(C)(C)C | 24 | 417

Later entries
mol | Hep lipid drop | Hep lipid drop cells 6.5 µM
Cc1ccc(N(C(=O)CNC(=O)c2ccco2)C(C(=O)NC2CCCC2)c2cccnc2)c(C)c1 (stereo not given) | -17 | 825
CCN(CC(=O)NCc1cccnc1)S(=O)(=O)c1ccc(OC)cc1 | 2 | 761
CC(=O)c1ccc(NC(=O)CCOc2cc(C)ccc2C)cc1 | -3 | 750
Cc1ccc(C(=O)NCCC(=O)NCc2cc(=O)n(C)c(=O)n2C)cc1 | 15 | 739
CC(C)(C)c1nnc(NS(=O)(=O)c2ccc([N+](=O)[O-])cc2)s1 | -15 | 760
C[C@H](NC(=O)N1CCn2c1nc1ccccc12)C(=O)NCc1ccc2c(c1)OCO2 | 3 | 692
CCCOc1ccc(-c2c(C(=O)N/N=C(\C)c3cccnc3)nnn2-c2nonc2N)cc1 | -7 | 728
O=C(COc1ccc(S(=O)(=O)N2CCOCC2)cc1)N1CCN(c2ccccc2)CC1 | 11 | 899
[2H]C(CCOS(N)(=O)=O)c1ccccc1 (stereo not given) | 8 | 813
CC(C)NC(=O)CN1C(=O)C(C)(C)Oc2ccc(C(=O)NC3CCCCC3)cc21 | -10 | 733
CC(=O)c1c(C)[nH]c(C(=O)Nc2ccc(Cl)cc2)c1C | -3 | 771
CCCC1=Nc2cc(C(=O)N3CCCC3)ccc2Sc2ccc(C)cc21 | -24 | 614
CSCC[C@H](N)C(=O)N1CCC(C(=O)N[C@@H](Cc2c[nH]c3ccccc23)C(=O)O)CC1 | -2 | 829
Cc1ccc2c(C)c(C(=O)N3CCN(c4ncccn4)CC3)oc2c1C | -2 | 875
CN(Cc1cccc(F)c1)C(=O)c1ccccc1Sc1ccccc1C#N | -1 | 812
COc1cccc2cc(C(=O)NCCN3CCOCC3)c(=O)oc12 | 2 | 828
Cc1ccc(OCc2ccc(C(=O)N3CCCC3)o2)cc1C | -16 | 798
Cc1noc(C)c1S(=O)(=O)Nc1cccc(CO)c1 | 8 | 799
O=C(NCCNC(=O)c1ccccc1Br)c1ccccc1Br | 0 | 740
CCC(C)[C@H](NC(=O)N1CCn2c1nc1ccccc12)C(=O)NCc1ccccc1 (stereo not given in full) | 0 | 738

Reprinted from the part before: 6 compounds; new compounds follow.
mol | Hep lipid drop | Hep lipid drop cells 6.5 µM
CN(Cc1cccc(F)c1)C(=O)c1ccccc1Sc1ccccc1C#N | -1 | 812
COc1cccc2cc(C(=O)NCCN3CCOCC3)c(=O)oc12 | 2 | 828
Cc1ccc(OCc2ccc(C(=O)N3CCCC3)o2)cc1C | -16 | 798
Cc1noc(C)c1S(=O)(=O)Nc1cccc(CO)c1 | 8 | 799
O=C(NCCNC(=O)c1ccccc1Br)c1ccccc1Br | 0 | 740
CCC(C)[C@H](NC(=O)N1CCn2c1nc1ccccc12)C(=O)NCc1ccccc1 (stereo not given in full) | 0 | 738
Cc1oc2cc(O)ccc2c(=O)c1Oc1ccc(F)cc1 | 0 | 832
COc1cc(SC)ccc1C(=O)Nc1nc2ccccc2[nH]1 | 23 | 731
O=c1c2c([nH]c3ccccc13)CCC2 | 1 | 828
Cc1cc(=O)oc2c3c(cc(OCC(=O)NCCN4CCOCC4)c12)OC(C)(C)CC3 | -2 | 795
Cc1ccc(S(=O)(=O)CCC(=O)NC2CCCC2)cc1 | 2 | 698
CCCN1CCN(CCCNC(=O)c2ccc(CS(=O)c3ccc(OC)cc3)o2)CC1 (stereo not given) | 10 | 653
Cc1nc2c(-c3ccc(F)cc3)c(C)[nH]n2c(=O)c1Cl | 0 | 780
Cc1cc(Cl)c2oc(C(=O)NCCN3CCCCC3CO)c(C)c2c1 (stereo not given) | -1 | 799
COC(=O)c1c(NC(=O)C(=O)N2CCOCC2)sc2c1CCCC2 | 1 | 634
CCCC(=O)Nc1ccc(NCc2ccc(C)s2)cc1 | 15 | 835
O=C(O)c1ccc(S(=O)(=O)N2CCC(n3nnc4cc(C(F)(F)F)ccc43)CC2)cc1 | 7 | 846
CCC1(c2ccccc2)NC(=O)N(CC(=O)NCc2ccc(OC)cc2)C1=O (stereo not given) | u | x
CC1(C)CCc2cc(CN3CCN(c4ccccn4)CC3)ccc2O1 | 14 | 810
COc1cc(/C=C/c2[nH]c(=O)[nH]c(=O)c2[N+](=O)[O-])cc([N+](=O)[O-])c1O | 5 | 801
Cc1ccc2c(c1)N(CC(=O)NCCCN1CCOCC1)C(=O)c1cccnc1O2 | 6 | 783
O=C(CCc1nnc2ccc(NCc3ccco3)nn12)N1CCN(c2ccc(F)cc2)CC1 | -20 | 732
CCN(C(=O)c1c(-c2ccccc2Cl)noc1C)C1CCCCC1 | -11 | 841
Cc1ccc(S(=O)(=O)c2c[nH]c3ccc(C)cc3c2=O)cc1 | 9 | 793
N#C/C(=C\c1ccc(O)cc1)C(=O)NCc1cccc(Cl)c1 | -12 | 646
CCc1ccccc1OCCCN1CCCC1 | 1 | 831
COc1cc(CC(=O)NCCCc2ccccc2)cc(OC)c1OC | -2 | 752
COc1cc2cc(C(=O)N(C)C3CCS(=O)(=O)C3)[nH]c2cc1OC (stereo not given) | -8 | 708
NCCNc1ccc(C(=O)N2c3ccccc3Sc3ccccc32)cc1[N+](=O)[O-] | 13 | 799
Cc1nc(N2CCN(c3ccccn3)CC2)c2c(C)c(C(=O)Nc3ccc(F)cc3Cl)sc2n1 | -54 | 686
COc1cc(/C=C2/SC(=O)NC2=O)ccc1OC(=O)c1ccco1 | 14 | 822
CC(C)Oc1ccc(CNC(=O)c2cc(S(=O)(=O)N3CCOCC3)cn2C)cc1 | -4 | 791
Cc1cc(C)nc(SCC(=O)c2ccc(F)c(C)c2)n1 | -6 | 821
CCOc1ccc(-c2c(C(=O)N/N=C/c3ccc(C)o3)nnn2-c2nonc2N)cc1 | 14 | 749
CC(=O)N1CCN(Cc2nc3cc(NC(=O)c4cccs4)ccc3n2C)CC1 | -19 | 857
Cc1ccc(S(=O)(=O)N2CCN(Cc3cccnc3)CC2)cc1 | -2 | 823
O=C(CNC(=O)Cc1ccccc1)NCC(=O)N1CCCCC1 | -6 | 706
O=C(Nc1ccc(S(=O)(=O)Nc2nccs2)cc1)c1cccc(F)c1 | -15 | 816
Cc1ccccc1NC(=S)N1CCCCCC1 | 1 | 668
O=C(O)COCC(=O)Nc1ccc2c(c1)ncn2CCc1ccccc1 | 11 | 422
CCC(CC)C(=O)Nc1nnc(S(=O)(=O)Nc2ccccc2C)s1 | 11 | 816
CCOc1ccc(NC(=O)C2CCN(S(=O)(=O)c3cccs3)CC2)cc1 | 3 | 894
O=C(Nc1c2c(nn1-c1ccc(Cl)cc1)CS(=O)(=O)C2)C1CC1 | -6 | 681
Cc1cccc(CS(=O)(=O)c2cn(CC(=O)N3CCOCC3)c3ccccc23)c1 | 4 | 543
CCOC(=O)N1CCC(NC(=O)c2cc(-c3ccc(OC)cc3)nc3ccccc23)CC1 | -10 | 708
O=C(CSc1ccc(-c2cccnc2)nn1)N1CCCCC1 | -8 | 793
Cc1ccc(-n2c(SCC(=O)N(C)C)nnc2-c2ccco2)cc1 | -5 | 813
CC(=O)Nc1cccc(Oc2ccc3c(c2)C(=O)NC3=O)c1 | -2 | 780
COc1ccc(-c2csc(N(CCCN(C)C)C(=O)c3cc(OC)c(OC)c(OC)c3)n2)cc1 | -3 | 808
COc1ccc(S(=O)(=O)N2CCC(NC(=O)C3CCCCC3)CC2)cc1 | 2 | 798
CC(=O)NS(=O)(=O)c1ccc(NS(=O)(=O)c2ccc3ccccc3c2)cc1 | -1 | 838
Cc1c(C(=O)OCC(=O)N2CCCC2)cccc1[N+](=O)[O-] | -6 | 738
COc1ccc(C(O)(CCC(C)C)C(CN2CCOCC2)c2ccccc2)cc1 (stereo not given) | 9 | 832
O=c1c2ccccc2ncn1-c1ccc([N+](=O)[O-])cc1[N+](=O)[O-] | 3 | 822
Cc1oc2ccc(OCc3cccc(Cl)c3)cc2c1C(=O)O | -22 | 878
CSc1ccccc1OCc1cc(C(=O)N(C)CCn2nc(C)cc2C)no1 | -20 | 647
CCOc1ccc2nc(N(CCN(C)C)C(=O)/C=C/c3cccs3)sc2c1 | 5 | 741
COc1ccccc1NC(=O)CSc1ccc(-c2ccco2)nn1 | -9 | 734
COc1ccc(CC(=O)NNC(=O)[C@@H]2CCCC[C@@H]2C(=O)O)cc1 | 2 | 845
Cc1csc(NC(=O)NCC2CCCC(CNC(=O)Nc3nc(C)cs3)C2)n1 (stereo not given) | -2 | 814
Cc1ccc(OCc2cc(C(=O)N3CCN(c4ccccc4)CC3)no2)cc1C | 10 | 727
COc1ccccc1CN1CC(C(=O)NCCc2ccc(C)o2)CCC1=O (stereo not given) | -4 | 697
Cc1ccc(/C=C/C(=O)Oc2ccc(C#N)cc2)o1 | 10 | 854
Cc1ccc(S(=O)(=O)N2CCCCC2)cc1C(=O)NCCc1ccccc1 | -14 | 616
